# Compound activity (PubChem BioAssay)
# 12-LOX inh – blocks human arachidonate 12S-lipoxygenase | 580,000 compounds, 1.1% hits | purified 12hLO, xylenol orange hydroperoxide absorbance | Potency, µM (highest dose often 108 µM), inactives show top-dose activity change, negative = inhibition, hits mostly inhibitors | P18054; further: potency means the concentration at half of the fitted maximal effect; on the % scale 0 is the no-effect control and ±100 the full control effect
#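 Purified human 12hLO (150 nM final) in 25 mM Hepes, 0.01% Triton X-100, pH 7.0 was preincubated 15 min at room temperature with compound. Then 40 uM arachidonic acid was added, 30 min. Hydroperoxide was read by Fe-XO absorbance ratio 573/405 nm.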
# Pol kappa inh – blocks human DNA polymerase kappa activity; Q9UBT6; purified Pol kappa, fluorescent DNA synthesis assay, 10 min; Potency, µM (highest dose often 107 µM), without a hit: at the highest dose activity, negative = inhibition, usual class: inhibitors; 400,000 compounds, 0.53% hits; further: potency means the concentration at half of the fitted maximal effect; on the % scale 0 is the no-effect control and ±100 the full control effect
#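 Fluorescent qHTS in 1536-well format: enzyme (10 nM) and compound sat 15 min at room temperature before 50 nM substrate (final) was added. Signal taken at 0 and 10 min; no-enzyme buffer wells were negative controls.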
# Pol beta inh – inhibitors of human DNA polymerase beta. P06746. Pol beta primer extension/strand displacement, fluorescence kinetic. Potency, µM (top dose mostly 114 µM), inactives show top-dose activity change, negative = inhibition, most hits filed as inhibitors. 340,000 compounds, 1.3% hits. AID 485314; further: potency means the concentration at half of the fitted maximal effect; on the % scale 0 is the no-effect control and ±100 the full control effect
#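 Reaction started by 50 nM substrate onto compound-treated Pol beta (10 nM, 15 min preincubation, room temperature); plates read at 0 min and 10 min. Normalized concentration-effect data fitted by four-parameter Hill equation.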
# Pol iota inh – DNA polymerase iota (human) inhibition; Pol iota fluorescent replication assay, 10 min; 390,000 compounds, 1% hits; Potency, µM (series often up to 115 µM), inactives show at the top dose activity, negative = inhibition, most hits filed as inhibitors; Q9UNA4; further: potency means the concentration at half of the fitted maximal effect
#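 Fluorescent replication assay read twice, at 0 min and 10 min after adding 50 nM (final) substrate. Enzyme (10 nM) and compounds were first incubated 15 min at room temperature; enzyme-free buffer wells were negative controls.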
# BLM inh – blocks DNA unwinding by human BLM helicase; 350,000 compounds, 0.2% hits; recombinant BLM DNA unwinding, fluorescence dequenching; P54132; Potency, µM (doses to about 56.1 µM), for the others: at the top dose activity change, negative = inhibition, hits mostly inhibitors;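 further: potency means the concentration at half of the fitted maximal effect; plate controls were vehicle for no effect and no enzyme for full effect; nearly all actives have a fitted effect of over 35% in size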
# APE1 inh – inhibitors of human APE1 endonuclease. AID 2517. Potency, µM (highest dose often 65.8 µM), inactives show at the top dose activity change, negative = inhibition, usual class: inhibitors. P27695. recombinant APE1, TAMRA/BHQ-2 abasic DNA cleavage fluorescence. 350,000 compounds, 0.35% hits;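 further: potency means the concentration at half of the fitted maximal effect; plate controls were vehicle for no effect and reference inhibitor for full effect; nearly all actives have a fitted effect of over 55% in size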
#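 0.75 nM APE1 + cpd, 15 min RT; start w/ 50 nM TAMRA/BHQ-2 THF-abasic dsDNA; kinetic fluor 525/598 nm ×3 reads @60 s; Δ(read3−read1); normalized to DMSO and NSC13755 control wells.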
# ERG-DNA inh – inhibitors of human ERG Ets domain-DNA interaction. P11308. fluorescence polarization, His-ERG Ets domain / labelled DNA. Potency, µM (highest dose often 76.9 µM), inactives show at the top dose FP activity, negative = inhibition, actives largely listed as inhibitors. 370,000 compounds, 0.028% hits. AID 624246; active means well fitted inhibition curve with a large enough effect in the polarisation, with a control signal flat; inconclusive means small, poorly fitted or top-dose-only effect, or effect the other way, or a change in a side signal; inactive means no such curve, though single readings can be large or run the other way; the % refers to the polarisation;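 further: polarization taken with two DNA probes labelled with fluorescein and Texas red; potency means the concentration at half of the fitted maximal effect; % of control where 0% means no effect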
#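 His-tagged ERG Ets domain (1 uM in the protein solution; 300mM KCl, 50mM Tris-HCl, 1mM EDTA, 1mM DTT, pH 7.5) received compound, then a probe mix of 5 nM fluorescein-DNA and 100nM Texas-615-DNA. Fluorescence polarization was read for both dyes.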
# Anesthetic bind – candidate novel general anesthetic via apoferritin binding | P02791 | apoferritin/1-aminoanthracene competitive binding, fluorescence | Potency, µM (titrated, usually from 77.5 µM), inactives show at the top dose activity change, negative = displacement, hits mostly inhibitors | 350,000 compounds, 0.074% hits; further: potency means the concentration at half of the fitted maximal effect; on the % scale 0 is the no-effect control and ±100 the full control effect; nearly all actives have a fitted effect of over 20% in size
#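 10 uM apoferritin + 50% sat. 1-AMA, PBS; cpd 10 min RT; Ex380/Em535 endpoint; normalized to free probe vs complex; 4-param Hill fit; propofol titration as pos. ctrl.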
# TRHR ag – agonists of human TRH receptor; TRHR cells, calcium flux fluo-8, FDSS agonist mode; activation, % at 2 µM; 360,000 compounds, 0.18% hits; in the data active means activation above about 30%; further: 0% is about no effect
#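 TRHR-expressing cells, plated overnight in medium with 10% serum, were loaded with fluo-8 calcium dye at room temperature. After a 10 s baseline, library compound was pin-added and calcium release was recorded kinetically (ex 480/em 530) as agonist response.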
# Starred values were filed as active, the others as inactive; ? = inconclusive; · = no result given; & = joins results of further samples; [ ] = remark or other dose. Unless noted, the call rests on the fitted dose curve; in most records, active means well fitted curve in the direction sought with a large enough effect; inconclusive means small, poorly fitted or top-dose-only effect, or another doubt; inactive means no such curve, though single readings can be large; an effect the other way counts as inactive or inconclusive. The list is partial (hit frequency here may not be typical).
# The opening 3 compounds (preview)
SMILES,12-LOX inh,Pol kappa inh,Pol beta inh,Pol iota inh,BLM inh,APE1 inh,ERG-DNA inh,Anesthetic bind,TRHR ag
CC1CN(c2nc3ccccn3c(=O)c2/C=C(\C#N)C(=O)N2CCOCC2)CC(C)O1 (stereo not drawn),0%,-4%,0%,73%[activator],2%,13%,0%,-3%,0.3
COc1cc2cc(CCCOC(=O)c3ccco3)oc(=O)c2cc1OC,6%,10%,·,36%[activator],·,54%,-3%,·,-0.4
Cc1cc(OCC(=O)OCC(=O)Nc2cc(C(F)(F)F)ccc2N2CCOCC2)ccc1Cl,-6%,-1%,13%,20%,-1%,22%,2%,1%,1.3

# All compounds of this part, previewed entries included:
SMILES,12-LOX inh,Pol kappa inh,Pol beta inh,Pol iota inh,BLM inh,APE1 inh,ERG-DNA inh,Anesthetic bind,TRHR ag
CC1CN(c2nc3ccccn3c(=O)c2/C=C(\C#N)C(=O)N2CCOCC2)CC(C)O1 (stereo not drawn),0%,-4%,0%,73%[activator],2%,13%,0%,-3%,0.3
COc1cc2cc(CCCOC(=O)c3ccco3)oc(=O)c2cc1OC,6%,10%,·,36%[activator],·,54%,-3%,·,-0.4
Cc1cc(OCC(=O)OCC(=O)Nc2cc(C(F)(F)F)ccc2N2CCOCC2)ccc1Cl,-6%,-1%,13%,20%,-1%,22%,2%,1%,1.3
COc1ccc(F)cc1C(=O)COC(=O)c1n[nH]c(=O)c2ccccc12,-4%,-20%,·,-8%,·,2%,-7%,·,0.3
CCCCn1c(N)c(N(CCOC)C(=O)c2cc(-c3ccccc3)nc3ccccc23)c(=O)[nH]c1=O,?,-4%,·,10%,·,14%,-14%,·,-0.5
COc1ccc(C(=O)Nc2cccc(/C=C(\CCC(=O)O)c3nc4ccccc4s3)c2)cc1,0%,?,?,?,-26%,?,1%,-12%,0.2
CCCNC(=O)c1cccc(COCC(F)(F)F)c1,0%,-3%,·,6%,·,·,-10%,·,·
Cc1cc(-n2nc(C)cc2C)nc(N)n1,150%[activator][57.4 µM],-5%,-8%,-6%,2%,3%,-11%,7%,0.1
COc1ccc(C(C)(C)C)cc1NC(=O)c1cncc(Br)c1,126%[activator],-4%,-2%,-3%,-6%,0%,0%,?,-0.3
O=C(c1ccc(N2CCCC2)c([N+](=O)[O-])c1)N1CCN(CCO)CC1,-8%,-11%,?,?,-5%,-3%,-3%,4%,0.0
CCN(CC)c1ccc(/C=N/NC(=O)c2cc3ccccc3[nH]2)cc1,10%,-4%,-7%,-11%,-8%,-1%,-4%,136%[activator],-1.1
CCCCc1nc2cc(C(=O)NCCc3cnn(C)c3)ccc2o1,12%,-6%,26%,18%,-7%,18%,0%,-8%,-0.8
O=C(O)[C@@H]1CCCNC1,·,-3%[12 µM],·,·,-1%[21.4 µM],-1%[21 µM],·,-2%[29.3 µM],·
COc1ccc(C(C(=O)NC2CCCCC2)N(C(=O)CCl)c2ccc(OC)cc2)cc1 (stereo not drawn),·,-14%,-3%,12%,-6%,3%,0%,-12%,0.4
Cc1cccc(C2=NN(c3ccccc3)[C@@H](C(=O)N3CCOC3=O)[C@@H]2c2ccccc2)c1,?,3%,·,18%,-10%[75.6 µM],11%&7%,-10%,373%[activator][110 µM],·
COc1cc(NC(=S)N2CCN(Cc3ccccc3)CC2)cc(OC)c1,7%,-7%,-9%,-7%,-4%,3%,4%,-6%,0.5
CCCCCCSc1ccc([C@H]2N[C@@](C)(C(=O)OC)[C@H]3C(=O)N(CC)C(=O)[C@@H]23)cc1,?,-12%,·,12%,·,-23%,-3%,·,1.0
O=C(CN1CCN(c2ccc(F)cc2)CC1)Nc1nnc(-c2ccccc2)s1,152%[activator][57.4 µM],-21%,58%,9%,-1%,-7%,-4%,-11%,-0.2
Cc1cccc(NCc2n[nH]c(=S)n2-c2ccccc2)c1,?,-20%,6%,-10%,-2%,16%,-5%,-3%,0.5
CCn1c(CNC(=O)Cc2ccc(OC)cc2)nnc1SCCOc1ccccc1,0%,-15%,14%,17%,-1%,-3%,-5%,-8%,-0.4

# One compound at a time, as listed above:
# CCCCn1c(N)c(N(CCOC)C(=O)c2cc(-c3ccccc3)nc3ccccc23)c(=O)[nH]c1=O is listed with 12-LOX inh = ?; Pol kappa inh = -4%; Pol beta inh = ·; Pol iota inh = 10%; BLM inh = ·; APE1 inh = 14%; ERG-DNA inh = -14%; Anesthetic bind = ·; TRHR ag = -0.5
# CCCCc1nc2cc(C(=O)NCCc3cnn(C)c3)ccc2o1 is listed with 12-LOX inh = 12%; Pol kappa inh = -6%; Pol beta inh = 26%; Pol iota inh = 18%; BLM inh = -7%; APE1 inh = 18%; ERG-DNA inh = 0%; Anesthetic bind = -8%; TRHR ag = -0.8

# Back to the main list with the three entries that preceded the break.
SMILES,12-LOX inh,Pol kappa inh,Pol beta inh,Pol iota inh,BLM inh,APE1 inh,ERG-DNA inh,Anesthetic bind,TRHR ag
O=C(CN1CCN(c2ccc(F)cc2)CC1)Nc1nnc(-c2ccccc2)s1,152%[activator][57.4 µM],-21%,58%,9%,-1%,-7%,-4%,-11%,-0.2
Cc1cccc(NCc2n[nH]c(=S)n2-c2ccccc2)c1,?,-20%,6%,-10%,-2%,16%,-5%,-3%,0.5
CCn1c(CNC(=O)Cc2ccc(OC)cc2)nnc1SCCOc1ccccc1,0%,-15%,14%,17%,-1%,-3%,-5%,-8%,-0.4
Cc1cc(C)c(Cn2cnc3ccccc32)c(C)c1,45%[activator],-1%,0%,-12%,-2%,3%,10%,?,-0.1
CCOCCCNC(=O)CN1C(=O)COc2ccc(S(=O)(=O)N3CCCC3)cc21,17%&-19%,-8%&-1%,11%&12%,31%&0%[activator],-1%&0%,1%,4%&0%,20%&3%,0.7&-0.2
CCCN1CNC(=S)N(c2ccccc2C)C1,-14%,1%,27%,109%[activator],-3%,6%,11%,-1%,0.5
COc1ccc(NC(=O)c2cccs2)cc1C(=O)N1CCN(c2ccccc2)CC1,12%,-26%,1%,58%[activator],-4%,17%,-5%,-8%,-0.2
O=C(CN1CCC(n2nnc3cc(F)ccc32)CC1)Nc1ccccc1N1CCOCC1,4%,0%,-5%,35%[activator],-6%,4%,8%,-10%,-1.8
COc1ccc(OC)c2sc(N(Cc3cccnc3)C(=O)c3ccc(C(C)=O)cc3)nc12,-3%,-20%[60.1 µM],-3%,?,-8%,·,4%,47%[activator],-0.6
CCC(CC)C(=O)Nc1cc(NC(=O)C(CC)CC)cc(C(=O)O)c1,-15%,-4%,-12%,31%[activator],-1%,-1%,-1%,0%,0.2
Nc1ccn(CC(=O)NCc2ccc3[nH]ccc3c2)c(=O)n1,-8%,1%,·,14%,·,18%,0%,·,0.2
COc1ccc(S(=O)(=O)NCC2CCC(C(=O)NCCCN3CCCC3=O)CC2)cc1 (stereo not drawn),-2%,-5%,45%,0%,-2%,-3%,-9%,2%,1.3
COc1ccc(CN=C2NC(=O)CC(C(=O)Nc3ccc(Cl)cc3)S2)cc1 (stereo not drawn),-5%,-6%,49%,168%[activator],-1%,-2%,15%,-10%,-0.2
Cc1ccc(Nc2nc(=O)c3cc([N+](=O)[O-])ccc3s2)cc1,-9%,17%,12%,32%,-5%,11%,-3%,-1%,-0.6
S=C(c1ccc(-c2cc(Cl)ccc2Cl)o1)N1CCOCC1,?,-3%,1%,23%,-5%,-3%,5%,-10%,-1.4
O=C(NNS(=O)(=O)c1cccc(Cl)c1)c1cc(-c2ccc(F)cc2)nc2ccccc12,6%,-17%,50µM*,?,-16%,-9%,-1%,-19%,0.2
CC(=O)/C(N=Nc1ccc(C(=O)O)cc1[N+](=O)[O-])=C(\C)O,-17%,?,?,50µM*,4%,10µM*,-8%,-7%,-1.6
Cc1sc2nc(CSCC(=O)Nc3ccc(Cl)cc3F)[nH]c(=O)c2c1C,-22%,-4%,·,26%,·,10%,-8%,·,-0.1
CCC(=O)N1CCc2cc(S(=O)(=O)NCCC(=O)Nc3ccc(C)cc3)ccc21,4%,-27%,-4%,1%,-1%,·,4%,-2%,-0.7
COc1ccc(C(CNC(=O)/C=C/c2c(Cl)nc3ccccn23)N(C)C)cc1 (stereo not drawn),-2%,-7%,29%,90%[activator],7%,13%,-5%,-7%,-0.1
CCCc1cc(=O)oc2cc(OCC(=O)NCCc3ccc(S(N)(=O)=O)cc3)ccc12,0%&3%,6%,2%,28%,0%,42%,5%,-20%,0.3
CCCCOC(=O)CSCC(=O)N1N=C(c2cccs2)CC1c1ccc(F)cc1 (stereo not drawn),-10%,0%,0%,9%,-9%,0%,-2%,-2%,1.9
CCn1c(C)nc2cc(C(=O)OC)ccc21,-8%,-13%,2%,76%[activator],-5%,1%,-8%,-9%,0.0
